Dyrk1A ADPGlo: inhibitors of rat Dyrk1A kinase. ADP-Glo luminescence, NFATc1 peptide. inhibition, % at 12.5 µM. 310,000 compounds, 0.43% hits; in the data active means inhibition above about 50%;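 further: plate controls were vehicle with enzyme for no effect and no enzyme for full effect; many of its hits are not listed in these tables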
Platelet DG rel: modulates dense granule release in human platelets; human platelet-rich plasma, SFLLRN dense granule ATP release, luminescence; AID 1663; 300,000 compounds, 0.22% hits; inhibition, %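 (compounds screened at 7.5 µM in platelet-rich plasma)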;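 active means mean replicate score, as percent of positive control, at or above 50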
KLF5 inhibitor: kruppel-like factor 5 inhibition; DLD-1 KLF5 promoter-luciferase reporter, luminescence; inhibition, % at 5 µM; 290,000 compounds, 0.23% hits;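 active means inhibition above a per-plate limit of that plate's mean compound inhibition plus 3 SD, cut at about 60% in these data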;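 further: 0% = DMSO wells and 100% = LY294002 at 200 µM; higher means less KLF5 promoter-driven luciferase light; inactives centre near -14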
HSF1 inhib: HSF1 inhibition; NIH3T3-HGL HSE-luciferase, MG132-induced, luminescence 8 h; stronger effect = lower value; 300,000 compounds, 0.77% hits; activity change, negative = inhibition, % at 7.5 µM (by protocol);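 active means more than half of replicate wells show activity change below -50%, luminescence cut by over half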;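 further: luciferase reports HSF-1 transcriptional activity via heat shock element; 0% = median of DMSO wells and -100% = zero luminescence signal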
aSyn UTR inh: 5' untranslated region of α-synuclein, MLPCN primary screen | alpha-synuclein 5'UTR reporter, inhibitor activity | AID 1813 | inhibition, % (tested at 7.5 µM) | 300,000 compounds, 0.82% hits; in the data active means inhibition above about 60%;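 further: H4 neuroglioblastoma cells stably carrying SNCA 5'UTR luciferase fusion; 0% = DMSO wells and 100% = positive control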
GSK3B inh: blocks human GSK3beta kinase activity. GST-GSK3beta kinase, ADP-Glo luminescence, 60 min; stronger effect = lower value. activity score (negative = inhibition), % at 10 µM. 300,000 compounds, 0.038% hits. AID 2097;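 active means more than half of replicate wells score below -50%, meaning over 50% inhibition versus plate controls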;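 further: 0% = median DMSO wells and -100% = median GW8510 positive control wells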
Target sequence (P49841 whole entry, looked up): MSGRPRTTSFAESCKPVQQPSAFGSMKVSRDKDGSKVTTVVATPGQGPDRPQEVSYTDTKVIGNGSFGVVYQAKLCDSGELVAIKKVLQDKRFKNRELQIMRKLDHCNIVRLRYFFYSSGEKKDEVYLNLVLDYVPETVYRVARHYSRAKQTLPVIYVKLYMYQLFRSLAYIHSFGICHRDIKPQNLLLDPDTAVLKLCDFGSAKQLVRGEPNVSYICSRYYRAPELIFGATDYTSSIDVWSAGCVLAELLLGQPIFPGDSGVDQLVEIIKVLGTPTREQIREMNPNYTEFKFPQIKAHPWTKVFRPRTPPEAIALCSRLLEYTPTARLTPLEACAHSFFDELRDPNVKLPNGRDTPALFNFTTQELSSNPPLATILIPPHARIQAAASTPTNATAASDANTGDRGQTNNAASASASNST
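Assay system: GST-tagged human GSK3beta kinase, cell-free; Input: 1.6 ng GSK3beta; Medium: Tris/MgCl2 kinase buffer; Timing: 60 min enzyme reaction, room temperature; Signal: ADP-Glo luminescence quantifying ADP generated by kinase; Evaluation: score relative to plate controls; Benchmarks: DMSO neutral wells and GW8510 at 20 µM as positive.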
HSF-1 act: increases HSF-1 driven luciferase reporter signal; NIH3T3-HGL HSF-1 luciferase reporter, MG132, 8 h; 100% = twice DMSO control signal; activation, % at 9 µM; 300,000 compounds, 1.7% hits;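 active means mean replicate activation of at least 50% with a set share of replicates each reaching 50%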;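 further: 0% = median of the neutral control wells and 100% = twice that signal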
GSK3A inh: inhibitors of human GSK-3 alpha kinase; P49840; 320,000 compounds, 0.1% hits; AID 2650; inhibition, % at 10 µM; ADP-Glo luminescence, 60 min;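 in the data active means inhibition above about 50%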;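 further: GST-tagged GSK-3 alpha with peptide substrate and 25 µM ATP; 0% = DMSO neutral wells and 100% = GW8510 positive control wells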
Target sequence (P49840 whole entry, looked up): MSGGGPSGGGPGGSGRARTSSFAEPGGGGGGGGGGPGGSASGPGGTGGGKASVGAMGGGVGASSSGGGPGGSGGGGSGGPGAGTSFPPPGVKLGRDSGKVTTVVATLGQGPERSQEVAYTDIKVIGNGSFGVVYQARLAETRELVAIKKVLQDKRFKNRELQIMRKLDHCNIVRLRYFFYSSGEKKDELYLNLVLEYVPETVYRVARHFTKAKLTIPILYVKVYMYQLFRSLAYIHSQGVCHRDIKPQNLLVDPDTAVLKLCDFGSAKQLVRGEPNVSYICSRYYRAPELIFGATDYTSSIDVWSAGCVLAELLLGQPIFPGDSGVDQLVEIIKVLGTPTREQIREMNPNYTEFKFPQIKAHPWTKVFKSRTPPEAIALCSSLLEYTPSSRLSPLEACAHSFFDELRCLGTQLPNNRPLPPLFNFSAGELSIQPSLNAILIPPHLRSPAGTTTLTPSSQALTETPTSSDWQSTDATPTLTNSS
IEC-6 cytotox: kills IEC-6 intestinal cells in KLF5 counter-screen; IEC-6 cytotoxicity, luminescence viability; inhibition, % at 5 µM; 290,000 compounds, 0.78% hits; AID 1825; in the data active means inhibition above about 22%;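 further: 0% = plate median of test compound wells and 100% = cytotoxic reference compound wells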
HSP90 refold inh: inhibitors of HSP90 luciferase refolding in rabbit reticulocyte lysate | luciferase refolding luminescence, 3 h | inhibition, % at 5.6 µM | 290,000 compounds, 0.91% hits | AID 1789;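 active means inhibition above the screen-wide mean plus 3 SD, computed separately per campaign, cut at about 16% in these data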;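 further: 0% = DMSO wells and 100% = 60 µM geldanamycin wells; inhibitors lower the luminescence because luciferase stays unfolded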
* = called active by the depositor; x = not tested or not shown.

SMILES	Dyrk1A ADPGlo	Platelet DG rel	KLF5 inhibitor	HSF1 inhib	aSyn UTR inh	GSK3B inh	HSF-1 act	GSK3A inh	IEC-6 cytotox	HSP90 refold inh
COc1ccc(Cl)cc1-c1nc(SCC(=O)NC2CC2)n[nH]1	-3	13	2	2	2	3	-3	0	9	4
COc1ccc(C(=O)NNC(=O)CSc2nnc(C)n2C)cc1	-7	-6	-18	-1	2	0	-1	17	0	4
CCN(CC)c1ccc(NC(=O)C2CCC(CNc3c(N4CCCC4)c(=O)c3=O)CC2)c(C)c1 (stereo not drawn)	0	1	-11	2	4	-4	3	-1	-5	3
CC(=O)Nc1nc(C)c(C(C)C)s1	-2	-8	-15	-7	-5	0	5	0	-2	3
CC(=O)Nc1cccc(-c2nc3ccc(NC(C)=O)cc3[nH]2)c1	17	2	3	2	2	4	10	2	-2	1
Cn1nc(CC(=O)Nc2ccc(N3CCN(C(=O)OC(C)(C)C)CC3)cc2)c2ccccc2c1=O	-14	2	11	-4	77*	0	-14	2	11	4
COc1ccc(NC(=O)N(Cc2cc3cc(OC)ccc3[nH]c2=O)CC2CCCO2)cc1 (stereo not drawn)	7	-3	16	-7	0	9	-5	0	6	3
CCOC(=O)c1cc2sccc2n1CC(=O)N1CCCC1	x	-9	-2	-4	16	0	-7	-5	-3	-1
C/C(CC(=O)Nc1cccc(Cl)c1Cl)=N\NC(=O)c1ccccc1N	1	9	-32	25	-61	0	55*	1	2	2
O=C(CCC(=O)NC1CCN(Cc2ccccc2)CC1)NCc1ccco1	-3	0	-9	-6	14	1	-3	-2	0	0
CCCC(C(=O)NCCc1ccc(S(N)(=O)=O)cc1)c1ccccc1 (stereo not drawn)	-7	0	0	0	-13	-1	-3	0	-7	0
OCCN(CC#CC(O)(c1ccccc1)c1cccc(F)c1)CCO (stereo not drawn)	7	4	-41	1	-8	2	-9	3	-1	3
N#Cc1c2c(c(-c3ccccc3Cl)[nH]c1=S)CCCC2	-10	x	-23	x	x	x	x	x	-1	-3
Cc1ccc(S(=O)(=O)N[C@H](C(=O)OCC(=O)NC(=O)Nc2ccc3c(c2)OCCO3)C(C)C)cc1	-2	-5	-10	0	-17	-17	-16	1	-3	2
O=S(=O)(NCc1ccccc1)c1ccc(Br)s1	-1	10	-34	-5	16	-2	-28	-2	-1	-3
COc1ccc(NC(=O)Cn2c(=O)n(CC3CCCO3)c(=O)c3ccccc32)c(OC)c1 (stereo not drawn)	3	11	-23	3	3	0	-2	-2	-4	-4
COc1ccc(C(=O)N(C(C)C)C(C)C)c(OC)c1	0	-6	-16	-2	-13	5	-16	0	-1	-1
COc1cc(/C=N/N2CCN(c3ccc(Cl)cc3)CC2)cc(OC)c1OC(C)=O	-5	-4	-17	-4	10	-3	5	x	-13	0
COc1ccccc1-c1nnc(SC/C(O)=C(\C#N)c2nc3ccccc3[nH]2)n1C1CCCCC1	3	4	1	8	-17	-1	1	0	-4	5
O=[N+]([O-])c1ccc(-c2ccc(/C=N/Nc3nc(N4CCCCC4)nc(N4CCCCC4)n3)o2)cc1	-6	-2	-43	-1	36	1	-6	x	-1	-2
CCOC(=O)N1C(=O)[C@@](CC)(c2ccccc2)N1C(=O)OCC	2	4	-11	-55*	7	-2	-65	1	6	0
Cc1nc2c(c3c1[nH]c1ccccc13)C(=O)CC(C)(C)C2	85*	-6	6	1	26	-6	-5	29	6	0
CC(C)(C)C(=O)N1CCN(c2ccc([N+](=O)[O-])c(NCC3CCCO3)c2)CC1 (stereo not drawn)	-3	-7	-23	2	-5	-2	-2	-5	-2	-2
COC(=O)c1[nH]c2ccccc2c1NC(=O)CN1CCN(c2cccc(Cl)c2)CC1	0	3	-30	3	27	1	3	0	-2	-2
CC(=O)Oc1ccc(/C=C(\NC(=O)c2ccco2)C(=O)Nc2ccc(C(C)=O)cc2)cc1	-8	1	0	9	4	8	-3	0	3	8
Cc1cc(C)c(S(=O)(=O)N(C)CC(N)=O)c(C)c1	0	-7	4	-4	-17	2	4	0	0	0
N#Cc1ccc(C(=O)CSc2nnc(-c3ccc(C(F)(F)F)cn3)s2)cc1	1	7	-2	1	-33	4	6	2	-6	-1
O=C(Cc1ccccc1F)OCC(=O)N1CCc2ccccc21	-5	-10	-14	1	-7	1	21	-3	6	-1
CCCS(=O)(=O)c1ccc(COC(=O)c2cccc(NC(=O)C(C)C)c2)cc1	4	13	-32	5	-15	-1	23	1	-3	0
Cc1occc1C(=O)N=Nc1c(O)[nH]c2ccc(Br)cc12	x	-8	-12	20	-237	-2	50*	4	7	-1
CC(=O)c1c(N(C)C)ccnc1C(F)(F)F	-6	1	13	-8	13	4	-1	-1	-3	1
Cc1ccc(Sc2c(C)nn(C(=O)C3CC3)c2C)cc1	1	-1	5	0	10	8	1	0	-4	2
Cc1ccc(C)c(OCc2cc(C(=O)N3CCc4sccc4C3)no2)c1	6	4	7	1	-33	8	-14	-7	1	10
Cc1ccc(-n2c(Cc3cccn3C)nnc2SCC(=O)Nc2nnc(C)s2)cc1	-5	2	-4	-3	6	5	8	-2	0	-3
Cn1c(SCC(=O)N2CCc3ccccc32)nc2cccnc21	0	x	-4	21	12	-2	25	-2	7	3
O=C(COC(=O)c1cccnc1Cl)NCc1cccs1	2	3	-8	0	5	-1	-3	0	0	3
Cc1ccc(NC(=O)c2cccc(NC(=O)/C=C/c3ccco3)c2)cc1C	4	-8	-72	40	-46	-1	73*	-2	0	1
COc1ccc(-c2cnn3c(N)c(S(=O)(=O)C(C)(C)C)cnc23)cc1	4	-14	-32	1	-27	1	-2	-3	6	0
N#C/C(=C\c1cccnc1)C(=O)Nc1cccc2ccccc12	8	6	-20	-4	-11	0	7	-2	11	0
S=C(NN=C1C2CC3CC(C2)CC1C3)Nc1ccccc1	0	-1	-17	-38	-70	-1	-43	-1	-1	1
CCN(CCCNC(=O)c1cn(CC)c2ccc(S(=O)(=O)N(C)C)cc2c1=O)c1cccc(C)c1	1	0	-6	21	7	2	33	-1	3	0
Cn1nc(C(=O)OCC(=O)NC2CCS(=O)(=O)C2)c2ccccc2c1=O (stereo not drawn)	x	-3	-9	-29	1	-1	-41	-1	1	5
O=C(CCC(=O)c1cccs1)NC1CCCCCC1	-4	5	-1	11	-32	1	26	3	1	0
O=C(CCC1CCCN(C(=O)Cn2cnnn2)C1)NCc1ccccc1F (stereo not drawn)	0	-7	-23	1	11	0	-5	-9	-11	-3
Fc1ccccc1/C=N/Nc1ncnc2ccccc12	17	17	5	10	-241	-4	13	2	10	-3

Given bar-delimited: entries from further up
smiles | Dyrk1A ADPGlo | Platelet DG rel | KLF5 inhibitor | HSF1 inhib | aSyn UTR inh | GSK3B inh | HSF-1 act | GSK3A inh | IEC-6 cytotox | HSP90 refold inh
Cc1ccc(Sc2c(C)nn(C(=O)C3CC3)c2C)cc1 | 1 | -1 | 5 | 0 | 10 | 8 | 1 | 0 | -4 | 2
Cc1ccc(C)c(OCc2cc(C(=O)N3CCc4sccc4C3)no2)c1 | 6 | 4 | 7 | 1 | -33 | 8 | -14 | -7 | 1 | 10

A few values from above:
IEC-6 cytotox result of O=C(CCC1CCCN(C(=O)Cn2cnnn2)C1)NCc1ccccc1F (stereo not drawn) stands at -11
Dyrk1A ADPGlo result of Cc1ccc(C)c(OCc2cc(C(=O)N3CCc4sccc4C3)no2)c1 stands at 6
GSK3A inh result of Cn1c(SCC(=O)N2CCc3ccccc32)nc2cccnc21 stands at -2

(next part)
SMILES	Dyrk1A ADPGlo	Platelet DG rel	KLF5 inhibitor	HSF1 inhib	aSyn UTR inh	GSK3B inh	HSF-1 act	GSK3A inh	IEC-6 cytotox	HSP90 refold inh
CN(C)CCCCOc1ccccc1F	-2	-4	-24	5	5	7	-6	0	-1	4
C=CCn1c(=O)c2ccccc2n2c(SCC(=O)Nc3sc(C(=O)N(CC)CC)c(C)c3C(=O)OCC)nnc12	-2	5	-3	5	6	-6	13	-4	1	-3
CCN(CCn1cccn1)Cc1nc(-c2ccc(C(=O)OC)cc2)no1	-2	0	-18	8	19	-5	-2	-2	3	0
O=C(NCC(=O)N1CCOCC1)OCc1ccccc1	0	4	-27	17	-3	2	5	0	3	0
S=C(c1ccc(-c2ccc(Cl)c(Cl)c2)o1)N1CCOCC1	3	5	-61	37	-155	1	59*	-2	5	1
Cc1ccccc1N1CCN(C(=O)c2ccccc2NC(=O)c2ccccc2C(=O)O)CC1	-3	-3	-16	5	5	-3	-2	2	4	0
O=C(NCc1cccc(C(F)(F)F)c1)C1CCC(=O)N(C2CCCCCC2)C1 (stereo not drawn)	-1	-11	-8	2	-1	1	2	-3	-4	0
Cc1ccc(S(=O)(=O)N(C)c2ccc(C(=O)N(CC(C)C)C3CCS(=O)(=O)C3)cc2)cc1 (stereo not drawn)	2	-14	x	-1	1	3	-4	-5	x	x
Cc1ccc(CN(Cc2ccc(C)o2)C(=S)NCC(=O)O)cc1	-3	8	-45	6	19	0	2	-2	-8	-7
CNC(=S)N/N=C/c1ccc(N(C)C)cc1	-4	2	-84	10	-89	-1	16	-2	-7	3
O=S(=O)(Cc1nnnn1-c1ccccc1)c1ccc(F)cc1	2	14	-20	-3	3	3	-14	2	-2	-4
O=C(N/N=C/c1cccc(Oc2ccccc2)c1)c1ccccc1Br	x	-2	-30	11	10	-2	12	-5	-8	0
COc1cccc(NC(=O)[C@H](C)NC(=O)N2CCn3c2nc2ccccc23)c1	2	8	-16	-3	11	3	-14	-7	-3	-4
CCn1cc(S(=O)(=O)NCCc2ccc(F)cc2)cn1	-2	2	-62	2	-15	2	17	-3	-4	3
COc1ccc(/C=N/NC(=O)c2ccc(O)cc2)cc1CN1CCCc2ccccc21	1	10	-14	6	15	-1	6	-7	1	-3
CCn1nc(C)c(NC(=O)/C=C/c2cnn(C)c2C)c1C	-4	5	-13	-1	-18	0	-5	0	-4	-1
O=C(O)CSc1cn(Cc2ccccc2)c2ccccc12	3	1	-15	2	10	2	16	-7	2	-5
COc1ccc(NS(=O)(=O)c2ccc(F)c(Cl)c2)cn1	-4	3	1	-7	11	-2	-1	-3	-3	-4
COc1ccccc1-c1cc(C(=O)Nc2c(C)n(C)n(-c3ccccc3)c2=O)no1	-17	7	4	-3	-16	-9	-4	x	-1	-4
CC(C)(CC(=O)N1CCN(c2ccc(Cl)cc2)CC1)CC1=NS(=O)(=O)c2ccccc2N1	-3	-2	-23	5	10	3	-4	-2	1	0
COc1ccc(NC(=O)CN(C)C(=O)c2ccc3[nH]c4c(c3c2)CC(C)CC4)cc1 (stereo not drawn)	20	-6	x	1	-10	-8	9	-1	x	x
O=c1[nH]c2ccsc2c(=O)n1CCO	6	5	-29	1	5	4	0	0	-1	5
CCOC(=O)Cn1nnc(-c2ccccc2)n1	0	1	-7	-10	-1	2	4	-1	2	4
CCOC(=O)c1cccc(NC(=O)Nc2cc(OC)ccc2OC)c1	11	16	-11	3	13	4	5	2	4	2
COc1ccc(CNc2nc3ccccc3s2)cc1OC	6	1	-69	20	-141	4	29	2	-2	-4
CCc1nnc(NS(=O)(=O)c2ccc(NC(=O)c3cc4ccccc4oc3=O)cc2)s1	x	2	-1	-3	2	1	14	-1	1	2
COc1ccccc1C(=O)Nc1ccnn1C1CCN(Cc2ccccc2OCCO)CC1	-4	-5	2	0	7	0	-5	3	2	-1
CC(C)(c1ccccc1)c1ccc(OCCn2cnc3ccccc3c2=O)cc1	-9	6	-21	-2	0	-2	-4	1	-4	3

Source: PubChem BioAssay (several laboratories)

These rows are one share of the data; count on the stated rates, not on these rows.
